MITF act: activators of MITF-driven TRPM1 promoter activity in SK-MEL-5 cells; activation, % at 12.5 µM; hit rate 0.75% among 300,000; SK-MEL-5 TRPM1-promoter luciferase, 24 h; % of positive control, neutral wells = 0;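 active = mean activation of at least 80% with every replicate also reaching 80%; inconclusive = mean reaches 80% but some replicate falls short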;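 note: 0% = neutral control wells and 100% = parthenolide positive control wells; values of inactives mirror those of a sister screen read the other way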
CAL PDZ FP-1: blocks peptide binding to human CAL PDZ domain. AID 504414. hit rate 0.02% among 330,000. inhibition, % at 20 µM. Q9HD26. purified CAL PDZ, TMR-peptide fluorescence polarization, 1 h;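 active = highest replicate inhibition of at least 40%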;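 note: plate controls were DMSO neutral control wells for no effect and unlabeled competitor peptide control wells for full effect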
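System: purified tagged CAL PDZ domain construct (CerCALP). Schedule: 1 h incubation at room temperature before polarization reading. Medium: 25 mM sodium phosphate pH 7.4, 150 mM NaCl, TCEP, IgG, Thesit. Read-out: percent inhibition from loss of millipolarization. Measured by: FP readout, S and P plane fluorescence. Probe or stimulus: fluorescent TMR peptide probe.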
Wnt bcat act: activates Wnt/beta-catenin signaling in a reporter cell assay; activator, plate reader; AID 743398; hit rate 1.2% among 300,000; activation, % at 9.35 µM; in the data active = activation above about 30%, passing the limit was not always enough; inconclusive = no clear call, values can overlap the other calls;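 note: 0% = neutral control wells and 100% = positive control wells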
CAL PDZ FP-2: blocks peptide binding to the human CAL PDZ domain | Q9HD26 | hit rate 0.92% among 300,000 | inhibition, % at 24.9 µM | AID 602252 | purified CAL PDZ, TMR-peptide fluorescence polarization, 1 h;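 active = mean inhibition of at least 30% with at least half of replicates also reaching 30%; inconclusive = no clear call, values can overlap the other calls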;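 note: 0% = DMSO neutral control and 100% = excess unlabeled competitor peptide PRC23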
dFosB activator: enhances mouse delta FosB homodimer DNA binding. purified delta FosB, TAMRA-CDK5 oligo fluorescence polarization; percent of positive-control signal above neutral wells. activation, % at 25 µM. hit rate 0.99% among 340,000. AID 493131;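 active = mean activation above about 17%, with every replicate also reaching it, limit read from the data, passing the limit was not always enough; inconclusive = only one of the two conditions met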;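 note: fluorescence polarization rise as delta FosB binds a TAMRA Cdk5 AP-1 oligo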
Target sequence (P13346 whole entry, looked up): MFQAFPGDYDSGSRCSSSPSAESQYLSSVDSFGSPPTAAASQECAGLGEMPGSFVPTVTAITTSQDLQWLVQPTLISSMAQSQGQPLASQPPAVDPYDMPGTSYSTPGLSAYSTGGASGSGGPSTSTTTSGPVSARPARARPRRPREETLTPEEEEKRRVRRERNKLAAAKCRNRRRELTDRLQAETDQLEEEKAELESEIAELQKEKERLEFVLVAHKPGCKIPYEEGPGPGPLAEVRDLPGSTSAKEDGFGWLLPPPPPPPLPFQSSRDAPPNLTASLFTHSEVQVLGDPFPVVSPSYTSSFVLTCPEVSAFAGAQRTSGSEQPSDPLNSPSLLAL
Rtt109 Vps75: inhibitors of Candida albicans Rtt109/Vps75 histone acetyltransferase. Q5AAJ8. purified Rtt109/Vps75, ThioGlo CoA-SH fluorescence, 4 h. inhibition, % at 34.9 µM. hit rate 0.16% among 330,000;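 active = inhibition of at least 50% in every replicate; inconclusive = best replicate reaches 50% inhibition but some replicates fall short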
Target sequence (Q5AAJ8 whole entry, looked up): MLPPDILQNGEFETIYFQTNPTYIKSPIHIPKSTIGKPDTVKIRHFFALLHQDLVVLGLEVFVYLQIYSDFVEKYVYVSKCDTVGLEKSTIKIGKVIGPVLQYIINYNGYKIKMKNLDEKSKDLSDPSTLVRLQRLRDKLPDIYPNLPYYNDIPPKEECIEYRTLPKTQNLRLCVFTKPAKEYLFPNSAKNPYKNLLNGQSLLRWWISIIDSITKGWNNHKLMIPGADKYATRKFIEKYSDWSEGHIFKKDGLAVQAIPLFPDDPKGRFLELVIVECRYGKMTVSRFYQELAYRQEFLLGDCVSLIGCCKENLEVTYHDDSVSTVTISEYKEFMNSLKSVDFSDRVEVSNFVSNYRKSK
Tat export inh: inhibitors of E. coli Tat protein transport; hit rate 0.036% among 340,000; E. coli MC4100 TorA-mCherry Tat export, fluorescence; AID 488895; inhibition, % at 10 µM;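 active = mean replicate inhibition at least 50% and at least half of replicates individually reaching 50%; inconclusive = only one of the two criteria met; inactive = neither criterion met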;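 note: exported cargo escapes ClpAP degradation while cytoplasmic cargo is degraded and loses fluorescence; 0% = median of neutral control wells and 100% = median of NaSCN control wells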
CDK5 inh: CDK5/p35 (human) kinase inhibition; Recombinant CDK5/p35, ADP-Glo luminescence, 60 min; inhibition, % at 10 µM; hit rate 0.01% among 330,000; AID 488839;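 active = highest replicate inhibition of at least 50% and at least 75% of replicates reaching 50%; inconclusive = only one of the two criteria met; inactive = both criteria failed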;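 note: plate controls were DMSO neutral control for no effect and GW8510 at 10 µM for full effect; many of its hits are not listed in these tables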
V-ATPase pHluor: alters yeast V-ATPase proton transport | S. cerevisiae, pHLuorin cytosolic pH fluorescence | response, % at 10 µM | hit rate 0.37% among 350,000; in the data active = response mostly above about 7.3%, no sharp cut-off; inactive = mostly below about 5.4%; note: actives read high; inactives centre near 0; some compounds called inactive have numbers as strong as hits; reference of the scale not given here
RTF Ca sens act: cardiac RTF calcium sensitization | P19429+P45379 | AID 493008 | activation, % at 7.2 µM | IANBD-labeled TnC RTF fluorescence at EC20 calcium; 0% EC20 calcium, 100% full calcium | hit rate 0.24% among 340,000;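 active = activation above the mean over all tested compounds plus 3 SD, cut at about 30% in these data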;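 note: rise in fluorescence read as greater calcium sensitivity of cardiac thin filaments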
* marks the source's active call; other numbers are inactive results; ? = inconclusive; / = not tested or not shown.

1. Cc1ccc(S(=O)(=O)N2CCCCC2)cc1NC(=O)Cn1ccsc1=N
2. Cc1ccc(N=C2C(=O)Nc3ccccc32)c(C)c1
3. Cc1ccc(CN(CC(=O)NC2CCCC2)C(=O)CSc2nnc(COc3ccccc3)o2)cc1
4. CCOC(=O)c1ccc(-c2cc(C)no2)[nH]1
5. CN1C[C@@H]2[C@@H]3C(=O)N(C)C(=O)[C@@H]3[C@](C)(C1=O)N2C(=O)c1ccc(C(F)(F)F)cc1
6. CC1(C)CC(=O)C(C=NCCN2CCN(C(=S)Nc3cccc(Cl)c3)CC2)=C(O)C1
7. CC1(C)CC(=O)C(C=NCCCO)=C(O)C1
8. Cc1cc(=O)oc2cc(OCC(=O)NC3CCN(Cc4ccccc4)CC3)c(Cl)cc12

Compound | 1 | 2 | 3 | 4 | 5 | 6 | 7 | 8
MITF act | 0 | -6 | / | 9 | -3 | -3 | -4 | 6
CAL PDZ FP-1 | -0.5 | -0.7 | / | -0.3 | -0.4 | -0.7 | -1.9 | -1.7
Wnt bcat act | -2 | 3 | 5 | / | -1 | / | 2 | -4
CAL PDZ FP-2 | 3 | 5 | -1 | -2 | -2 | / | 0 | 1
dFosB activator | -9 | 4 | -3 | 7 | 3 | 4 | -6 | 6
Rtt109 Vps75 | 12 | -3 | -3 | -16 | -4 | 0 | 1 | -14
Tat export inh | -7 | -10 | 9 | 8 | -32 | 3 | ? | 0
CDK5 inh | 1.5 | -2.6 | -0.8 | 0.7 | -0.3 | -5.9 | -1.3 | 1.6
V-ATPase pHluor | -4 | 0 | -2 | 4 | -2 | -6 | 0 | 0
RTF Ca sens act | 7 | -7 | 4 | 3 | 2 | -8 | 0 | 5

9. Cc1csc2c(N3CCCCC3)ncnc12
10. COC(=O)c1cc(-c2ccc(OC)c(OC)c2)c2c(=O)[nH]c(=O)n(C)c2n1
11. C=CCc1cccc2cc(C(=O)NNC(=O)c3ccncc3)c(=O)oc12
12. COc1ccc(CNC(=O)C(C)OC(=O)Cn2cnc3c2c(=O)n(C)c(=O)n3C)cc1 (stereo unspecified)
13. CC(C)(C)CN1CCNC[C@H]1Cc1cccc2ccccc12
14. Fc1ccc(CNc2ccc(N3CCN(Cc4ccccc4)CC3)cc2)cc1
15. CNC(=O)c1ccc(NC(=O)/C=C/c2cccc(F)c2)cc1
16. Cc1ccc(C(=O)NC(=S)NCCN2CCOCC2)cc1

Compound | 9 | 10 | 11 | 12 | 13 | 14 | 15 | 16
MITF act | 35 | 7 | 15 | 1 | 3 | -6 | 53 | 20
CAL PDZ FP-1 | -0.4 | -2.3 | -0.7 | -2.0 | -1.9 | -0.6 | -1.7 | -0.9
Wnt bcat act | 25 | 1 | -5 | 2 | -2 | -1 | 6 | 8
CAL PDZ FP-2 | -3 | -1 | / | 19 | -5 | 3 | -1 | -6
dFosB activator | -13 | -18 | 3 | -2 | -4 | -12 | 3 | 5
Rtt109 Vps75 | 7 | 1 | 2 | 2 | -5 | 3 | -9 | -1
Tat export inh | 6 | 11 | -5 | 1 | 3 | 5 | 7 | -11
CDK5 inh | -1.2 | 0.2 | -0.1 | 0.3 | -3.0 | -2.1 | 0.7 | 0.2
V-ATPase pHluor | -1 | 2 | 5 | -3 | 2 | 1 | 2 | 1
RTF Ca sens act | 2 | 6 | -1 | 6 | 1 | -5 | 2 | 3

17. CS/C(N)=N/N=C/c1c(O)ccc2ccccc12
18. Cc1cc2[nH]c(=O)c(=O)[nH]c2cc1S(=O)(=O)N1CCN(c2cccc(C)c2C)CC1
19. CC1=[N+](C)N(c2ccccc2)C(=O)C1N=Cc1ccc(Cl)cc1 (stereo unspecified)
20. O=C(Nc1nc(-c2ccccc2)cs1)c1cccnc1
21. CC1(C)C(=O)C=CC(=O)C(C)(C)C(=O)C=CC(=O)C(C)(C)C2=CC=C(O2)C(C)(C)C(=O)C=CC1=O
22. COc1cccc(OCCCN2CCCCCC2)c1
23. O=C(/C=C/c1c(Cl)cccc1Cl)N1CCN(c2ncccn2)CC1
24. O=C1NC2(CCCCCC2)Cc2ccccc21

Compound | 17 | 18 | 19 | 20 | 21 | 22 | 23 | 24
MITF act | 69 | 3 | 7 | 39 | -90 | 1 | 3 | -5
CAL PDZ FP-1 | -0.6 | 0.2 | 1.5 | -2.1 | -1.5 | -2.9 | -1.7 | -0.8
Wnt bcat act | ? | -1 | -3 | / | -7 | 14 | / | -1
CAL PDZ FP-2 | -2 | / | 1 | -4 | -1 | 1 | 0 | 1
dFosB activator | 1 | 6 | -5 | 9 | -12 | 0 | -3 | -7
Rtt109 Vps75 | 5 | 1 | 1 | 12 | 7 | 5 | 18 | 4
Tat export inh | 0 | -1 | 11 | -2 | 3 | -10 | 1 | -3
CDK5 inh | 9.7 | 1.3 | -4.5 | 2.2 | -2.6 | -3.3 | -1.2 | -1.7
V-ATPase pHluor | -2 | 0 | 2 | -2 | 1 | 3 | -6 | -1
RTF Ca sens act | -2 | -1 | 3 | -4 | -5 | -3 | -2 | 6

25. CC/C(=N/Nc1ccccc1C)c1cnnc(SC)n1
26. Cc1ccc(C(=O)OCC(=O)NCCN2C(=O)CSC2=O)cc1
27. Cn1nnnc1SCC(=O)Nc1cc(S(=O)(=O)N2CCCCC2)ccc1Cl
28. COC(=O)C1=C(NC(C)=O)CCS1
29. COc1cc(/C=N/N=C2\CC3CCC2(C)C3(C)C)ccc1O (stereo unspecified)
30. CN(C)S(=O)(=O)c1ccc(C(=O)Nc2ccc(S(=O)(=O)NC3=NCCCCC3)cc2)cc1
31. CCn1c2ccccc2c2nnc(SCCCn3c(=O)[nH]c4ccccc43)nc21
32. CC1=C(C(=O)OCc2ccccc2)C(c2ccccc2-c2ccccc2)NC(=O)N1CCCCCC(=O)O (stereo unspecified)

Compound | 25 | 26 | 27 | 28 | 29 | 30 | 31 | 32
MITF act | -3 | -4 | -11 | -2 | -6 | -13 | -2 | -14
CAL PDZ FP-1 | -1.3 | -3.1 | 0.2 | -0.1 | -2.0 | -1.0 | -2.9 | -0.3
Wnt bcat act | -4 | 0 | -4 | -1 | -3 | 3 | / | -2
CAL PDZ FP-2 | -2 | -3 | -3 | -2 | -1 | / | -3 | -3
dFosB activator | 5 | 1 | -10 | 1 | -4 | -6 | -21 | -8
Rtt109 Vps75 | 8 | -3 | -12 | -4 | -5 | -25 | 9 | 3
Tat export inh | -4 | 0 | -5 | 1 | -2 | -12 | 6 | -31
CDK5 inh | 0.0 | 0.5 | -2.7 | -1.1 | -0.9 | -1.3 | -0.1 | 0.2
V-ATPase pHluor | -1 | 2 | -1 | 2 | -3 | -1 | 1 | -1
RTF Ca sens act | -5 | -10 | -3 | 1 | -5 | 7 | -6 | -4

33. CCOC(=O)C[C@H]1c2cc(F)ccc2S(=O)(=O)N1c1ccccc1
34. N#CC(c1ccccc1)c1ccc(=O)[nH]n1 (stereo unspecified)
35. CCC(C)(C(=O)Nc1ccc(OC)cc1)N(C)C(=O)Cn1nnnc1N (stereo unspecified)
36. Cc1ccccc1NS(=O)(=O)c1cc(C(=O)Nc2cccc([N+](=O)[O-])c2)ccc1C
37. CN(C)S(=O)(=O)c1ccc(N2CCCC2)c(C(=O)NNC(=O)COc2ccc(Cl)cc2)c1
38. CCOC(=O)C1CCCN(C(=O)c2cc(Nc3ccc(OC)cc3OC)nc3ccccc23)C1 (stereo unspecified)
39. Cc1ccc(C(=O)OCC(=O)N(CCc2ccccc2)Cc2ccccc2)cc1S(=O)(=O)N1CCOCC1
40. CC(C)(C)c1ccc(-c2n[nH]c(=S)n2CCCN2CCOCC2)cc1

Compound | 33 | 34 | 35 | 36 | 37 | 38 | 39 | 40
MITF act | 3 | 16 | 5 | 3 | -5 | / | -2 | -4
CAL PDZ FP-1 | -3.3 | 0.1 | -2.1 | 0.1 | -2.1 | / | -1.0 | -0.4
Wnt bcat act | -1 | -1 | -1 | -3 | 2 | 8 | -1 | 1
CAL PDZ FP-2 | 0 | -1 | -4 | -2 | -2 | -2 | -21 | /
dFosB activator | -1 | 6 | -7 | 5 | -3 | -8 | -9 | -10
Rtt109 Vps75 | -1 | 1 | -1 | 2 | 13 | 33 | -1 | -4
Tat export inh | 3 | -2 | 4 | 1 | 5 | 3 | 4 | 1
CDK5 inh | 0.1 | -0.9 | 0.3 | -0.3 | -0.9 | -0.4 | -8.3 | -3.6
V-ATPase pHluor | -4 | -2 | -2 | -1 | 4 | 5 | -2 | 3
RTF Ca sens act | 3 | 4 | 0 | 7 | -3 | -1 | -4 | 3

Complete entries, looked up by structure:
CCC(C)(C(=O)Nc1ccc(OC)cc1)N(C)C(=O)Cn1nnnc1N (stereo unspecified) reads MITF act: 5; CAL PDZ FP-1: -2.1; Wnt bcat act: -1; CAL PDZ FP-2: -4; dFosB activator: -7; Rtt109 Vps75: -1; Tat export inh: 4; CDK5 inh: 0.3; V-ATPase pHluor: -2; RTF Ca sens act: 0
Cc1ccccc1NS(=O)(=O)c1cc(C(=O)Nc2cccc([N+](=O)[O-])c2)ccc1C reads MITF act: 3; CAL PDZ FP-1: 0.1; Wnt bcat act: -3; CAL PDZ FP-2: -2; dFosB activator: 5; Rtt109 Vps75: 2; Tat export inh: 1; CDK5 inh: -0.3; V-ATPase pHluor: -1; RTF Ca sens act: 7

Arranged by heavy-atom count (falling): some entries from above
39. Cc1ccc(C(=O)OCC(=O)N(CCc2ccccc2)Cc2ccccc2)cc1S(=O)(=O)N1CCOCC1
33. CCOC(=O)C[C@H]1c2cc(F)ccc2S(=O)(=O)N1c1ccccc1
34. N#CC(c1ccccc1)c1ccc(=O)[nH]n1 (stereo unspecified)

Compound | 39 | 33 | 34
MITF act | -2 | 3 | 16
CAL PDZ FP-1 | -1.0 | -3.3 | 0.1
Wnt bcat act | -1 | -1 | -1
CAL PDZ FP-2 | -21 | 0 | -1
dFosB activator | -9 | -1 | 6
Rtt109 Vps75 | -1 | -1 | 1
Tat export inh | 4 | 3 | -2
CDK5 inh | -8.3 | 0.1 | -0.9
V-ATPase pHluor | -2 | -4 | -2
RTF Ca sens act | -4 | 3 | 4

Continuation:
41. CCCCC/C=C/C1=CC(=O)C[C@H](c2ccc(OC)cc2)C1
42. CCCOc1ccc(-c2nc3c(c(=O)[nH]c(=O)n3Cc3ccccc3)n2CCO)cc1OCC
43. Cc1c(NC(=O)Nc2ccc3c(c2)OCO3)c(=O)n(-c2ccccc2)n1C
44. O=C(NCc1ccccc1)C1=C[C@@H](c2ccccc2)C[C@@H](OCCCCO)O1

Compound | 41 | 42 | 43 | 44
MITF act | 0 | 0 | -1 | 17
CAL PDZ FP-1 | -0.2 | 0.0 | -2.4 | -0.6
Wnt bcat act | -1 | -1 | / | -1
CAL PDZ FP-2 | -2 | -4 | -19 | -3
dFosB activator | -8 | -17 | -4 | -6
Rtt109 Vps75 | 4 | -5 | -3 | -2
Tat export inh | 1 | 3 | -4 | -6
CDK5 inh | 0.7 | 3.7 | -2.7 | -0.9
V-ATPase pHluor | -4 | 0 | 1 | 1
RTF Ca sens act | -5 | -6 | 0 | -1

From PubChem BioAssay
